Screening data: PubChem, National Center for Advancing Translational Sciences (NCATS)
rTrxR1 inhibitor: inhibitors of rat thioredoxin reductase 1; O89049; recombinant rTrxR1, NADPH fluorescence consumption, selenite substrate; Potency, µM (titrated, usually from 114 µM), inactives show at the highest dose activity change, negative = inhibition, usual class: inhibitors; actives 1% (n = 390,000); AID 588453; note: % is set by controls: 0 for no effect and ±100 for the full control effect; nearly all actives have a fitted effect of over 65% in size
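Rat TrxR1 (90 nM in the dispensed reagent) was pre-reduced with 400 uM NADPH for 5 min at room temperature, then incubated with compound for 15 min. After 400 uM selenite was added, NADPH fluorescence (Ex 340/Em 450 nm) was followed for 8 min.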
GLS inhibitor: inhibitors of human glutaminase (GLS). GLS enzymatic activity, qHTS titration. Potency, µM (doses to about 45.5 µM), without a hit: at the top dose activity change, negative = inhibition, hits mostly inhibitors. actives 0.21% (n = 410,000); note: % is set by controls: 0 for no effect and ±100 for the full control effect
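Two-point fluorescence kinetic (t0, 30 min RT) for hKGA; glutamate detected via glutamate oxidase–HRP–Amplex Red. Substrate: 1 mM L-glutamine solution; buffer 45 mM KH2PO4, pH 8.2.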
Pin1 inh: inhibitors of human Pin1. Q13526. Pin1 FP peptide displacement, HiFluor488, 10 min. Potency, µM (series often up to 115 µM), for inactives: at the top dose activity, negative = inhibition, hits mostly inhibitors. actives 0.009% (n = 390,000). AID 504891; active = well fitted inhibition curve with a large enough effect in the polarisation, with a control signal flat, not every such curve was filed as active; inconclusive = small, poorly fitted or top-dose-only effect, or effect the other way, or a change in a side signal; inactive = no such curve, though single readings can be large or run the other way; the % refers to the polarisation; note: % is set by controls: 0 for no effect and ±100 for the full control effect
Target sequence (Q13526 whole entry, looked up): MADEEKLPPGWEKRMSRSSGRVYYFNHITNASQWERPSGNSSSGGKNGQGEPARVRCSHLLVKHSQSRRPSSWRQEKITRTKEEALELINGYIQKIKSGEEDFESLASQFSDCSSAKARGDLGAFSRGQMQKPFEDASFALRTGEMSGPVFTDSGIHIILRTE
JMJD2A Tudor: blocks the human JMJD2A Tudor domain | O75164 | Potency, µM (highest dose often 114 µM), for the others: at the highest dose activity change, negative = inhibition, usual class: inhibitors | actives 4.4% (n = 390,000) | AID 504339 | AlphaScreen JMJD2A-Tudor / H3K4me3 peptide binding; note: % is set by controls: 0 for no effect and ±100 for the full control effect; nearly all actives have a fitted effect of over 50% in size
ERG Ets-DNA blk: ERG Ets/DNA interaction inhibition; P11308; fluorescence polarization, His-ERG Ets domain / labelled DNA; Potency, µM (highest dose often 76.9 µM), inactives show at the top dose FP activity, negative = inhibition, usual class: inhibitors; actives 0.028% (n = 370,000); active = well fitted inhibition curve with a large enough effect in the polarisation, with a control signal flat; inconclusive = small, poorly fitted or top-dose-only effect, or effect the other way, or a change in a side signal; inactive = no such curve, though single readings can be large or run the other way; the % refers to the polarisation;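 note: polarization taken with two DNA probes labelled with fluorescein and Texas red; % of control where 0% means no effect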
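His-tagged ERG Ets domain (1 uM in the protein solution; 300mM KCl, 50mM Tris-HCl, 1mM EDTA, 1mM DTT, pH 7.5) received compound, then a probe mix of 5 nM fluorescein-DNA and 100nM Texas-615-DNA. Fluorescence polarization was read for both dyes.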
RGS4 inh: human RGS4 inhibition; P49798; Transcreener GDP fluorescence polarization, RGS4-accelerated GTP hydrolysis; Potency, µM (series often up to 114 µM), without a hit: at the highest dose activity change, negative = inhibition, most hits filed as inhibitors; actives 0.039% (n = 390,000); AID 504845; note: % is set by controls: 0 for no effect and ±100 for the full control effect; nearly all actives have a fitted effect of over 75% in size; some results filed as inactive show a strong effect at the top dose
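MLSMR compounds (23 nl, pin-transferred) preincubated 10 min at room temperature with a 500nM (2x) first reagent, then RGS4 at 900nM (2x) plus Transcreener GDP mix added; fluorescence polarization (620/688 nm) read before and after 90 min at 30 °C.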
ALOX12 inh: inhibitors of human 12S-lipoxygenase ALOX12; Potency, µM (highest dose often 108 µM), without a hit: top-dose activity change, negative = inhibition, actives largely listed as inhibitors; actives 1.1% (n = 580,000); purified 12hLO, xylenol orange hydroperoxide absorbance; note: % is set by controls: 0 for no effect and ±100 for the full control effect
Target sequence (P18054 whole entry, looked up): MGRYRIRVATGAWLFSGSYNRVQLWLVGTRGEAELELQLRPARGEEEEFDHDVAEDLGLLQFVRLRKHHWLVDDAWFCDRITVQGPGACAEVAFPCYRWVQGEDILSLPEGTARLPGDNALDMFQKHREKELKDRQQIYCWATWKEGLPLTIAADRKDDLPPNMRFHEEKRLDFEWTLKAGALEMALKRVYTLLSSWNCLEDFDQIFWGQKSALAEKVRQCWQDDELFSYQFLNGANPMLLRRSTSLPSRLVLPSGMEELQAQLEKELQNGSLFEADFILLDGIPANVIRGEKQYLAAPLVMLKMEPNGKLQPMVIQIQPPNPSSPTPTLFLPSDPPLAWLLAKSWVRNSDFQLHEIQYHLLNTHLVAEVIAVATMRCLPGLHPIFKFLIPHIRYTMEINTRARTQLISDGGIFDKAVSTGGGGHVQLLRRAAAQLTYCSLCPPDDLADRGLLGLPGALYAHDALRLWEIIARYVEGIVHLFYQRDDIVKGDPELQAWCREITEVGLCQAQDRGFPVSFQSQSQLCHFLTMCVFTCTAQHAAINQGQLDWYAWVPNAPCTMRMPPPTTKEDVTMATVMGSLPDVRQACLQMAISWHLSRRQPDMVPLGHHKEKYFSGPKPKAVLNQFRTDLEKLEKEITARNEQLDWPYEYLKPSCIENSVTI
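Purified human 12hLO at 150 nM in 25 mM Hepes, 0.01% Triton X-100, pH 7.0, preincubated 15 min at room temperature with compound. Reaction started with 40 uM arachidonic acid, 30 min at room temperature. Hydroperoxide measured by Fe-xylenol orange, 573/405 nm absorbance ratio.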
Tb PGK inh: blocks T. brucei phosphoglycerate kinase; P07378; PGK/GAPDH coupled, Kinase-Glo luminescence, 60 min; Potency, µM (highest dose often 57.5 µM), without a hit: top-dose activity change, negative = inhibition, usual class: inhibitors; actives 0.043% (n = 380,000); note: % is set by controls: 0 for no effect and ±100 for the full control effect; nearly all actives have a fitted effect of over 60% in size
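Recombinant glycosomal PGK reaction used 1,3-bisphosphoglycerate generated in-well by GAPDH (100nM final) in 100mM TEA pH 7.6, 5mM MgCl2, 0.01% Tween-20. After 60 minutes at room temperature, ATP was read by Kinase-Glo Plus luminescence end-point.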
HP1b binding inh: inhibitors of HP1-beta chromodomain binding to methylated histone tails; P83916; AlphaScreen HP1-beta / biotin-H3K9me3 peptide binding; Potency, µM (titrated, usually from 114 µM), without a hit: at the top dose activity change, negative = inhibition, actives largely listed as inhibitors; actives 0.56% (n = 390,000); AID 540317; note: nearly all actives have a fitted effect of over 70% in size; inactives centre near 23
Target sequence (P83916 whole entry, looked up): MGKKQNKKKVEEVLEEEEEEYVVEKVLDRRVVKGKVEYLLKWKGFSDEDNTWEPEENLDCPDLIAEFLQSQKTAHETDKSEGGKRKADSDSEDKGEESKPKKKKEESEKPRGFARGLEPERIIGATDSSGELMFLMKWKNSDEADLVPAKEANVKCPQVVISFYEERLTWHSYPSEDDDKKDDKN
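Compound inhibition of the preformed complex between 50 nM HP1-beta and 50 nM biotinylated H3K9me3 peptide was read by AlphaScreen. Buffer was PBS pH 7.4 with 0.01% Tween-20. Incubations ran 30 min at room temperature, with 10 ug/mL donor/acceptor beads.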
Numbers without * were called inactive; i = inactive; u = inconclusive; x = not tested or not shown; & = joins results of further samples; [ ] = another dose, or the depositor's remark. Unless noted, calls come from the whole dose curve; as a rule, active = well fitted curve in the direction sought with a large enough effect; inconclusive = small, poorly fitted or top-dose-only effect, or another doubt; inactive = no such curve, though single readings can be large; an effect the other way counts as inactive or inconclusive. Potency is the fitted concentration of half-maximal effect. Not all compounds are listed (hit frequency here may not be typical).

SMILES | rTrxR1 inhibitor | GLS inhibitor | Pin1 inh | JMJD2A Tudor | ERG Ets-DNA blk | RGS4 inh | ALOX12 inh | Tb PGK inh | HP1b binding inh
CNS(=O)(=O)c1cccc(C(=O)OCc2csc(-c3ccccc3)n2)c1 | 2% | -7% | 18% | -1% | 3% | 0% | -19% | -1% | 45%[activator]
CCOC(=O)C1=C(N)N(c2ccc(C)cc2)C2=C(C(=O)CCC2)C1c1cccs1 (stereo unspecified) | -7% | 4% | 6% | u | 1% | -7% | -6% | 0% | 1%
COCCN1Cc2cccc(C(=O)Nc3ccc(C)c(C)c3)c2C1=O | -13% | 11% | 0% | -6% | 2% | -3% | 0%&33% | 4% | 23%
O=C(NC1CC(=O)N(c2cccc(F)c2)C1)C1CC1 (stereo unspecified) | 20%[57.1 µM] | 4% | -14% | -9% | 1% | 6% | -12% | 5% | 19%
Cn1ccc(=S)c2ccccc21 | 22µM* | -25% | 0% | 8.9µM* | 5% | u | 0% | 1% | -3%
Cn1cccc1/C=N/n1c(-c2ccc(Cl)cc2)n[nH]c1=S | -15%[57.1 µM] | -11% | -1% | -16% | 12% | 1% | u | 4% | 35%
Cc1ccccc1C(=O)Nc1cccc(C(=O)N/N=C/c2cc(Cl)cc([N+](=O)[O-])c2O)c1 | -3% | 3% | 0% | 50µM* | 15% | -20% | u | -11% | u
COc1ccc(-c2c3c(=O)n(C)c(=O)n(C)c3c3n2-c2ccccc2NC3c2ccccc2OC)cc1 (stereo unspecified) | 7% | 2% | -3% | -13% | -8% | 21% | 15% | -3% | 28%
CC(=O)OC(=C(OC(C)=O)c1ccccc1)c1ccccc1 | 25% | -17% | -8% | 2% | -2% | 11% | -2% | 1% | 11%
Cc1ccc(C(=O)N/C(=C\c2ccc3c(c2)OCO3)C(=O)Nc2ccc(C(=O)O)cc2)cc1 | 9%[57.1 µM] | 8% | 1% | -18% | 5% | 26% | -51% | i | 3%
O=C(CSc1nnc2scc(-c3ccc(Cl)cc3)n12)Nc1ccccc1F | 18% | 2% | -2% | -12% | 3% | -3% | -21% | x | 35%
Cc1ccc(C)n1-c1sc2c(c1C(=O)O)CCCC2 | 5%[57.1 µM] | 6% | u | 22µM* | 9% | -22% | u | -23% | u
Oc1cccc2c3c(oc12)CCCC3 | 19% | 11% | -5% | -28% | 1% | -2% | 0% | -11% | 6%
CCCNC(=O)N1CCC(C(=O)c2cccc(F)c2)CC1 | -10%[11.4 µM] | -13% | -5% | 11% | -12% | -20% | -2% | -7% | 54%
CC1CCN(C(=O)c2cc(F)c(F)cc2Cl)CC1 | 11% | -16% | u | 5%[11.4 µM] | -13% | -3%[11.4 µM] | -18% | -10% | 61%[activator]
CCN(CC)CCOC(=O)c1ccc(NC(=O)CNC(=O)C2CCCCC2)cc1 | -6% | 4% | -3% | -3% | -10% | -18% | -14% | 5% | 31%[activator]
COc1ccccc1CCNC(=O)C1CCC(=O)N(C2CC2)C1 (stereo unspecified) | 19% | -9% | -1% | 1% | -5% | -5% | 58%[activator] | i | 58%[activator]
CC(C)CC(=O)N(c1ccc(F)cc1)C1C=CS(=O)(=O)C1 (stereo unspecified) | 26% | 20% | 5% | -7% | x | 29% | 7% | -1% | 8%
OCC[C@@H]1C[C@H](O)[C@@H](O)[C@]2(CCc3ccccc3O2)O1 | 24%[57.1 µM] | -1% | -2% | -27% | 6% | 3% | 0% | -6% | 21%
Cc1ccc(-n2c(C)nnc2SCC(=O)N2CCc3ccccc3C2)cc1 | 17%[57.1 µM] | -7% | -13% | -10% | 9% | -18% | -13% | -5% | 37%
Cc1ccc(C(C)NC(=O)c2cccs2)cc1 (stereo unspecified) | 28% | -1% | -10% | -1% | 2% | 30% | 10µM* | 0% | 48%[activator]
CC(=O)Nc1ccc(NC(=O)C(C)c2cccc(C(=O)c3ccccc3)c2)cc1 (stereo unspecified) | -10%[57.1 µM] | 3% | -6% | -18% | 3% | 11% | -2% | -7% | 1%
Cc1ccc(CCNC(=O)CSCc2ccc(F)cc2)cc1 | 18% | 1% | -13% | 3% | -2% | -3% | 22% | -7% | 34%
CCOC(=O)c1nnc(-c2ccccc2)nc1N1CCSCC1 | 15%[57.1 µM] | 5% | -7% | -24% | -14% | -11% | -19% | -4% | 7%
CCc1nnc(NS(=O)(=O)c2ccc(NC(=O)c3cccc([N+](=O)[O-])c3)cc2)s1 | -11% | -1% | -2% | -15% | -2% | 6% | -6% | -2% | 22%
COc1ccccc1N1CC(C(=O)Nc2ccc(C)c(S(=O)(=O)N3CCOCC3)c2)CC1=O (stereo unspecified) | 22% | 1% | -1% | -6% | -7% | -20% | 0% | i | 32%
O=C(O/N=C1/CCSc2ccccc21)c1ccccc1 | -2% | 7% | -4% | 62%[activator] | -2% | 4% | 0% | -15% | 110%[activator]
Nc1oc2ccc(F)cc2c(=O)c1C=O | 9%[57.1 µM] | 0% | 5% | -8% | -22% | 13% | -4% | 1% | 16%
Cc1ccc(C(=O)O)cc1-c1ccc(/C=C2\SC(=O)N(CC(=O)Nc3ccc4c(c3)OCO4)C2=O)o1 | 12%[57.1 µM] | 45% | u | 35µM* | -2% | -40% | 202%[activator] | u | 79µM*
Cc1ccc(S(=O)(=O)Nc2nc(-c3ccc(F)cc3)cs2)cc1 | 15% | 10% | -5% | -34% | 8% | -15% | u | -4% | -15%
Cc1cccc(OCC(=O)NCCCNC(=O)c2cccnc2)c1 | -4% | -5% | 3% | -3% | -13% | 30% | -8% | -2% | 30%
COCCN(Cc1ccccc1)C(=O)Cc1ccc(OC)c(S(=O)(=O)N2CCOCC2)c1 | 21% | 0% | -2% | 0% | 0% | -3% | -5% | 12% | 18%
CN(C)CCNC(=O)C(=O)Nc1cc2c3c(c1)CCN3C(=O)CC2 | -26% | 9% | 5% | -34% | -6% | 6% | -6% | -6% | 1%
CCOC(=O)c1cnc2ccc(C(=O)OC)cc2c1Nc1cccc(C(=O)O)c1 | 8%[57.1 µM] | -9% | 3% | 11% | -4% | -7% | -14% | -2% | 42%[activator]
Cn1cccc1/C=C1\SC(=Nc2ccccc2)NC1=O | -4% | 7% | 1% | u | -6% | -36% | u | -2% | -4%
Cc1cc(C)n(-c2ccc(Cl)c(C(=O)Nc3ccc(OC(F)(F)F)cc3)n2)n1 | 11%[57.1 µM] | 1% | 0% | 0% | -7% | 24% | -1% | -1% | 20%
O=C(O)c1ccccc1NS(=O)(=O)c1ccc(N/N=C/c2cccc(O)c2O)c([N+](=O)[O-])c1 | u | 7% | x | 20µM* | x | u | 40µM* | 8.9µM* | u
Cc1ccc(CS(=O)(=O)CCC(=O)NCCCN2CCCC2=O)cc1 | 5% | 1% | 3% | -3% | 4% | -2% | 475%[activator] | 7% | 41%[activator]
N/C(=N\OC(=O)c1ccccc1Cl)c1ccccn1 | 14% | 9% | -1% | -15% | -2% | -3% | 5% | u | 10%
CCOC(=O)C1C(c2ccccc2Cl)NC(=O)N(C)C1(O)C(F)(F)F (stereo unspecified) | 11% | 1% | 0% | -5% | 0% | 24% | 1% | -2% | 27%
Cc1noc(C)c1CSCC(=O)N(C)CC(=O)Nc1ccc(F)cc1 | 3% | 5% | 0% | -7% | 4% | -5% | -8% | -1% | 20%
COc1cc(OC)c(OC)cc1CN1CCc2ccccc2C1 | 20% | -23% | -4% | 56µM* | x | 5% | u | -10% | u
C/C(=N\N=C\c1ccccc1)c1nnn(-c2nonc2N)c1C | -8% | 10% | 0% | -2% | -14% | 31% | -1% | 1% | 6%
O=C(CN(CC1CCCO1)C(=O)CCC(=O)Nc1nccs1)NCc1ccccc1 (stereo unspecified) | 8% | 8% | -1% | 5% | 0% | 39% | 0% | -5% | 12%
CN1CCN(C(=O)c2cc3nc(-c4ccccc4)cc(-c4ccccc4)n3n2)CC1 | u | -5% | 3% | 4% | -10% | -25% | 65%[activator] | -8% | 72%[activator]
O=C(Cn1c(-c2cccs2)cc2ccccc21)NCc1ccccc1Br | -1% | 0% | -2% | -18% | -4% | 5% | -4% | i | 39%[activator]
CCc1ccc(CN2CCCC(C(=O)N3CCCCC3)C2)cc1 (stereo unspecified) | 1% | 15% | -3% | 45µM* | 3% | -12% | -17% | -3% | -32%
Cc1ccc(C)c(NC(=O)C(=O)NCCc2csc3nc(-c4ccccc4C)nn23)c1 | 1%[57.1 µM] | -10% | 11% | -21% | -1% | -10% | -17% | 2% | 10%[57 µM]
Cc1sc(N(C(=O)CCc2ccccc2)c2ccc(C(=O)O)cc2)nc1-c1ccccc1 | 2%[57.1 µM] | 5% | u | u | 2% | -1% | 0% | 8% | -2%

Three of the compounds above, with values under each structure:
Screens in order – rTrxR1 inhibitor	GLS inhibitor	Pin1 inh	JMJD2A Tudor	ERG Ets-DNA blk	RGS4 inh	ALOX12 inh	Tb PGK inh	HP1b binding inh
- COc1ccccc1N1CC(C(=O)Nc2ccc(C)c(S(=O)(=O)N3CCOCC3)c2)CC1=O (stereo unspecified)
  22%	1%	-1%	-6%	-7%	-20%	0%	i	32%
- O=C(O/N=C1/CCSc2ccccc21)c1ccccc1
  -2%	7%	-4%	62%[activator]	-2%	4%	0%	-15%	110%[activator]
- Nc1oc2ccc(F)cc2c(=O)c1C=O
  9%[57.1 µM]	0%	5%	-8%	-22%	13%	-4%	1%	16%
